UHRF1 MBD2 ctr: blocks human UHRF1 binding to methylated DNA; Q96T88; UHRF1 binding to methylated oligo, TR-FRET; inhibition, % at 4.4 µM; 0.75% of 370,000 active; AID 687016; in the data active = inhibition above about 21%;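 also: UHRF1 SRA domain binding a hemimethylated CpG hairpin DNA probe; 0% = median of test compound wells and 100% = reference inhibitor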
ARFGAP1 inhibitor: inhibitors of rat ARFGAP1; Arfgap1-stimulated ARF1 GTP hydrolysis, GDP FP detection; inhibition, % at 16.5 µM; 0.26% of 360,000 active; AID 651572;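 active = inhibition above a per-plate limit, mean inhibition of low control wells plus 3 SD, cut at about 25% in these data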;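 also: 0% = DMSO wells with enzyme and 100% = wells lacking Arfgap1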
Target sequence (Q62848 1-136 limits assumed): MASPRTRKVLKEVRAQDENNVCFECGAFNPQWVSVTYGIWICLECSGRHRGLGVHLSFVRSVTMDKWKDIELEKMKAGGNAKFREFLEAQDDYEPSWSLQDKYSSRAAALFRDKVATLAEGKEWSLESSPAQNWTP
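Material: rat Arfgap1 GAP domain (His6, aa 1-136), purified enzyme. Also added: human ARF1(Δ1-17)-GTP substrate. Compound dosing: 16.5 µM single point, 1.26% DMSO. Timing: enzyme reaction 120 min at 25 °C after 20 min preincubation. Signal: GDP detection by fluorescence polarization. Read-out basis: percent inhibition of GAP-stimulated GDP formation, scaled between DMSO and no-Arfgap1 medians.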
Tn7 DDE FP: disrupts Tn7 cyclic peptide binding to fibrin D-Dimer-E complex; AID 720508; P02675; inhibition, % at 8.3 µM; FP displacement of FITC-Tn7 peptide from fibrin DD(E); 0% = median of compound wells per plate; 0.13% of 370,000 active;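 active = inhibition above the mean of compounds falling within the control limits plus 3 SD of them, cut at about 14% in these data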;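 also: 0% = plate median of compound wells and 100% = 10 µM Aha-Tn7 peptide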
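assay system = human clot-derived fibrin DD(E) complex | quantity = Fibrin-DD(E) at 2 µM final | timing = 10 min preincubation, 3 h with tracer, room temperature | signal = fluorescence polarization | measure = percent inhibition | benchmarks = high control wells with 10 µM unlabelled Aha-Tn7 peptide (full inhibition) | replicates = singlicate testing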
Tn6 DDE FP: disrupts Tn6 cyclic peptide binding to fibrin D-Dimer-E complex. 0.21% of 370,000 active. Fibrin DD(E) TRITC-Tn6 fluorescence polarization displacement. P02675. inhibition, % at 8.3 µM;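 active = inhibition above a per-campaign cutoff: mean of compounds within control limits plus 3 SD, cut at about 15% in these data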;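 also: 0% = median of all compound wells on the plate and 100% = blocking peptide control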
PLCg1 inh: inhibitors of human phospholipase C gamma1; P19174; purified PLC-gamma1, fluorogenic substrate, fluorescence; inhibition, % at 12.2 µM; 0.84% of 370,000 active; in the data active = inhibition above about 9.5%
ASAP1 GAP inh: ASAP1 ArfGAP inhibition. Q9ULH1. ASAP1-stimulated ARF1 GTP hydrolysis, GDP FP detection. inhibition, % at 16.5 µM. 0.19% of 360,000 active. AID 624377; in the data active = inhibition above about 25%;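 also: 0% = vehicle with enzyme and substrate and 100% = no enzyme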
Target sequence (Q9ULH1 325-724 limits assumed): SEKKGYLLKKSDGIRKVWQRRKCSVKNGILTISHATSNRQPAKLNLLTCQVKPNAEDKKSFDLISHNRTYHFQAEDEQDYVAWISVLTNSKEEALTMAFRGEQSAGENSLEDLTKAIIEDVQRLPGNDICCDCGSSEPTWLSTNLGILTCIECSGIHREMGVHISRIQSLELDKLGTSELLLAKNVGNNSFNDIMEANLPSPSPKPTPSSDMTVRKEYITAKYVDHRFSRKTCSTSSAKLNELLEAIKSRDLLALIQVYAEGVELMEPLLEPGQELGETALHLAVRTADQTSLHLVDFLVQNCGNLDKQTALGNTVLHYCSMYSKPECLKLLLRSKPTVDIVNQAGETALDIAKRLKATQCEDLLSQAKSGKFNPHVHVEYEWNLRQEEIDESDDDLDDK
ADAM17 inh: inhibitors of human ADAM17. P78536. recombinant ADAM17, EDANS/DABCYL FRET peptide cleavage. inhibition, % at 6.95 µM. 0.83% of 370,000 active;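 active = inhibition above the mean of compounds lying between control limits plus 3 SD, set per campaign, cut at about 8.5% in these data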;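 also: 0% = DMSO-only wells as the low control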
PLC-beta3 inh: PLC-beta3 (human) inhibition, primary screen. Q01970. Purified PLC-beta3, fluorogenic substrate, fluorescence. inhibition, % at 12.2 µM. 0.18% of 370,000 active. AID 720704; in the data active = inhibition above about 11%;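 also: 0% = median of compound wells on plate and 100% = full blocker control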
MBD2 DNA inh: blocks human MBD2 binding to methylated DNA. TR-FRET, MBD2 binding to methylated oligonucleotide. inhibition, % at 4.4 µM. 0.31% of 370,000 active; in the data active = inhibition above about 13%
Target sequence (Q9UBB5 whole entry, looked up): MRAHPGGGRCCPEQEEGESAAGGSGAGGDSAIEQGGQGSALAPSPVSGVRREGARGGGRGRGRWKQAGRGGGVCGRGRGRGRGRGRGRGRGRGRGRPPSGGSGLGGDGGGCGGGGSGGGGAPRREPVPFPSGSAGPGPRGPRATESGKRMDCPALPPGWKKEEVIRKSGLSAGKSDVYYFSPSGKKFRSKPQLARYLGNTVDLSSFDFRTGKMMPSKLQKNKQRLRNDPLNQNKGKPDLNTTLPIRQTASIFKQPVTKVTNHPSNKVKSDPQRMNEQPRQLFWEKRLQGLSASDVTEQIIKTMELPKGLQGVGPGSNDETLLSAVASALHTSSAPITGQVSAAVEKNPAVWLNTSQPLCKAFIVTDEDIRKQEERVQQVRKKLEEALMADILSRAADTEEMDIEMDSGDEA
proKLK7 act: activators of human kallikrein-7 zymogen; 0.9% of 370,000 active; activation, % at 7 µM; purified proKLK7, EDANS-DABCYL substrate fluorescence; 100% is mature enzyme control, 0% vehicle; P49862; AID 652039;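 active = activation above the mean of all tested compounds plus 3 SD, computed per campaign excluding outliers beyond control limits, cut at about 13% in these data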
The depositor's hits bear a star; x = no result given.

item | UHRF1 MBD2 ctr | SMILES | ARFGAP1 inhibitor | Tn7 DDE FP | Tn6 DDE FP | PLCg1 inh | ASAP1 GAP inh | ADAM17 inh | PLC-beta3 inh | MBD2 DNA inh | proKLK7 act
1 | -3 | CC(NC(=O)CCNC(=O)c1ccc(Br)cc1)c1ccc(-n2ccnc2)cc1 (configuration not stated) | 8 | -1 | -3 | 3 | -5 | 2 | -1 | -3 | -0.8
2 | 0 | Cc1cc2c(cc1C)-n1nnnc1C(N1CCN(c3ccccc3F)CC1)C(=O)N2 (configuration not stated) | -11 | 2 | 3 | -4 | -3 | -2 | -1 | 0 | 0.1
3 | 3 | COCCNC(=O)C1CCC(CNS(=O)(=O)c2ccccc2)CC1 (configuration not stated) | 11 | 2 | 0 | -2 | -17 | -5 | -5 | 1 | -1.2
4 | 0 | Cc1ccccc1Nc1ncccc1C(=O)N1CCOCC1 | -16 | -1 | -2 | 0 | 13 | -3 | 1 | -2 | 0.7
5 | -1 | COc1ccc(Cc2nc(-c3ccccn3)no2)cc1 | -18 | -3 | -1 | 3 | 1 | 6 | -3 | -4 | -0.6
6 | -1 | Cc1ccc(S(=O)(=O)N2CCOCC2)cc1C(=O)N1CCC(Cc2ccccc2)CC1 | 4 | -11 | -7 | 0 | 15 | 2 | -6 | -1 | 1.1
7 | 1 | Cc1cc(C)cc(NC(=S)N2CCC(NC(=O)C3CCCCC3)CC2)c1 | 3 | 2 | -2 | 5 | 6 | 3 | -5 | 3 | 0.1
8 | -1 | O=C(O)c1cc(Cl)ccc1OS(=O)(=O)c1ccc(Cl)s1 | -17 | 5 | 1 | 1 | -5 | -4 | -1 | 3 | -0.9
9 | -1 | Nc1c(C(=O)Nc2cccc(F)c2)nnn1-c1cccc(C(F)(F)F)c1 | -1 | 1 | -2 | 2 | -5 | -2 | -389 | 6 | -0.2
10 | 0 | CCOc1ccccc1CNC(=O)CCNS(=O)(=O)c1ccc2[nH]c(=O)oc2c1 | 1 | 0 | -3 | -1 | 4 | -1 | -9 | 4 | -0.6
11 | 0 | Cc1ccc(-c2cc(C(=O)N3CCN(C4CCS(=O)(=O)C4)CC3)c3ccccc3n2)cc1 (configuration not stated) | 11 | 1 | 0 | -16 | 4 | -100 | -48 | -4 | 2.4
12 | 0 | Cc1nn(C)c(C(=O)N/N=C/c2cccnc2)c1Br | -3 | -4 | 2 | 2 | -3 | 1 | -5 | 2 | -0.3
13 | 4 | O=C(Cc1nnc(NC(=O)Nc2ccc(F)cc2)s1)Nc1ccccc1 | 9 | 7 | -1 | 1 | 3 | -3 | 4 | 3 | -0.5
14 | -2 | Cc1cc(=O)n2nc(N3CCC(C(=O)NCc4ccc(Cl)cc4)CC3)sc2n1 | 1 | -1 | 9 | -2 | 9 | -4 | 1 | 4 | 0.3
15 | 1 | Cc1ccc(S(=O)(=O)N2CC(C)N(C(=O)N3CCOCC3)C2)cc1 (configuration not stated) | 0 | 0 | -1 | -3 | 17 | -1 | -10 | 3 | 0.3
16 | 1 | CCOC(=O)C1CCCN(C(=S)Nc2cccc(Cl)c2C)C1 (configuration not stated) | 6 | -9 | -2 | 6 | 7 | 3 | 5 | -3 | -0.9
17 | -3 | COc1cc(/C=C/C(=O)N2CCCN(C(=O)/C=C/c3cc(OC)c(OC)c(OC)c3)CC2)cc(OC)c1OC | -4 | -8 | -1 | -4 | 2 | -3 | -4 | -4 | 0.1
18 | 5 | O=C(CSC1=NC(=O)C(Cc2ccccc2)C(=O)N1)Nc1ncccn1 (configuration not stated) | 2 | -7 | 0 | -42 | -3 | -9 | -59 | -4 | 1.8
19 | 2 | Cc1cc(C)nc(-n2ncc3c2CC(c2ccccc2C)CC3=O)n1 (configuration not stated) | -5 | -3 | 2 | 4 | -11 | -4 | 2 | 1 | 0.5
20 | 0 | COc1ccc(C(=O)C2CCCCC2=O)cc1 (configuration not stated) | -13 | -3 | 2 | 1 | 2 | -3 | 0 | 3 | 0.2
21 | -7 | CCNC(=O)N1c2ccc(OCC)cc2C(C)=CC1(C)C | 7 | 2 | 2 | -45 | -4 | -14 | -60 | -1 | -40
22 | 1 | CCN(C(=O)COC(=O)c1cnc(C)cn1)c1c(N)n(Cc2ccccc2)c(=O)[nH]c1=O | -4 | 3 | 8 | 2 | 10 | 2 | -3 | -5 | 0.6
23 | -5 | O=C(O)c1cc(N/N=C/C=C/c2ccccc2[N+](=O)[O-])ccc1Cl | -3 | -9 | -10 | 3 | 2 | 0 | -6 | -4 | 0.6
24 | 0 | C=CCN1C(=O)[C@@H](CC(=O)N2CCSCC2)[C@]2(C(=O)OCC)CCCCC/C=C/12 | x | -5 | 9 | -1 | x | -1 | 1 | -2 | -0.4
25 | -1 | O=C(NCc1cc(C(F)(F)F)ccc1Cl)c1cccc2c1C(=O)c1ccc(N3CCCCC3)cc1S2(=O)=O | -5 | 1 | 1 | -43 | 4 | -4 | -59 | 4 | 0.1
26 | -3 | O=C(Nc1cccc(NC(=O)c2ccccc2Cl)c1)c1cccs1 | 2 | 4 | 0 | -2 | 7 | 0 | -2 | -9 | 0.7
27 | 2 | Cc1c(Cl)cccc1NC(=O)Nc1cccnc1 | -8 | 4 | -3 | -2 | 5 | -4 | -9 | 3 | -0.3
28 | 0 | Cc1nc(C)n(CCNS(=O)(=O)c2ccccc2)n1 | -5 | 2 | 4 | 1 | -2 | -3 | -5 | 0 | 0.1
29 | -3 | Nc1cc(N)nc(SCc2cc(=O)oc3cc4c(cc23)CCC4)n1 | -10 | 3 | 5 | -3 | 11 | -3 | -4 | -2 | 0.2
30 | 0 | CN(C)CC(C)(C)CNS(=O)(=O)c1ccc(Cl)s1 | -2 | 6 | 4 | -2 | 4 | -1 | 4 | 5 | 0.2

Fetched one by one from above (3):
item | UHRF1 MBD2 ctr | SMILES | ARFGAP1 inhibitor | Tn7 DDE FP | Tn6 DDE FP | PLCg1 inh | ASAP1 GAP inh | ADAM17 inh | PLC-beta3 inh | MBD2 DNA inh | proKLK7 act
2 | 0 | Cc1cc2c(cc1C)-n1nnnc1C(N1CCN(c3ccccc3F)CC1)C(=O)N2 (configuration not stated) | -11 | 2 | 3 | -4 | -3 | -2 | -1 | 0 | 0.1
20 | 0 | COc1ccc(C(=O)C2CCCCC2=O)cc1 (configuration not stated) | -13 | -3 | 2 | 1 | 2 | -3 | 0 | 3 | 0.2
18 | 5 | O=C(CSC1=NC(=O)C(Cc2ccccc2)C(=O)N1)Nc1ncccn1 (configuration not stated) | 2 | -7 | 0 | -42 | -3 | -9 | -59 | -4 | 1.8

Next records.
item | UHRF1 MBD2 ctr | SMILES | ARFGAP1 inhibitor | Tn7 DDE FP | Tn6 DDE FP | PLCg1 inh | ASAP1 GAP inh | ADAM17 inh | PLC-beta3 inh | MBD2 DNA inh | proKLK7 act
31 | -2 | O=C(O)c1ccc(Nc2ncnc3ccccc23)cc1 | 14 | 5 | -4 | -14 | 3 | 2 | -18 | 1 | 0.7
32 | -2 | Cc1ccc(N(CC(=O)NC2CCCCC2)C(=O)CCCC(=O)Nc2ccccn2)cc1 | -6 | -5 | -4 | 3 | -12 | 0 | -2 | -3 | 0.0
33 | -3 | CCN(CC)NC(=S)Nc1ccccc1 | 4 | -9 | -8 | 3 | -6 | 4 | 3 | -6 | 0.0
34 | 4 | O=C(CCc1ccccc1Cl)Nc1cccc(S(=O)(=O)N2CCCC2)c1 | 13 | 8 | -9 | 3 | 7 | 3 | -9 | -2 | 0.6
35 | -6 | CC(C)(C)c1csc(Sc2ccc([N+](=O)[O-])cn2)n1 | 3 | -2 | -1 | 4 | -14 | 2 | -2 | 3 | 0.3
36 | 6 | Cc1cccc(C(=O)N2CCCC(N3CCN(c4ccc(F)cc4)CC3)C2)n1 (configuration not stated) | -3 | -8 | -12 | 3 | -4 | 3 | -2 | 3 | -0.3
37 | -1 | COc1ccc(C(NC(=O)c2cc(OC)ccc2OC)c2ccccc2)cc1 (configuration not stated) | -8 | -12 | 0 | 1 | 3 | -3 | -4 | 0 | 0.5
38 | -2 | CCS(=O)(=O)N1CCCC(c2nc(-c3cccc(OC)c3)no2)C1 (configuration not stated) | -12 | 6 | 4 | 2 | -3 | 1 | 1 | 3 | -0.3
39 | 2 | COc1ccc(-n2nnnc2SCC(=O)Nc2nc3c(s2)CCCC3)cc1 | 18 | 11 | 1 | -19 | 3 | -2 | -6 | -1 | 0.1
40 | -2 | Nc1cc(-c2cccc([N+](=O)[O-])c2)[nH]n1 | 7 | -2 | 3 | 1 | -2 | 1 | 2 | 1 | -0.3
41 | -5 | O=C(COc1ccccc1)Nc1cccc2nsnc12 | 11 | -4 | -4 | -234 | 0 | -14 | -308 | 0 | 0.0
42 | 10 | O=C(NCC1CCCO1)c1cc(-c2ccco2)nc2ccccc12 (configuration not stated) | 7 | -2 | -8 | -307 | 8 | -165 | -426 | 13 | 59*
43 | 2 | COCCNC(=O)C(c1ccc(Cl)cc1)N(CCOC)C(=O)CCC(=O)Nc1ccccn1 (configuration not stated) | -1 | 8 | 6 | 1 | -2 | -6 | -1 | 3 | -0.2
44 | 0 | COc1cc(Cl)c(C)cc1NC(=O)CSc1ccc(NC(C)=O)cc1 | 4 | 2 | 4 | -1 | 0 | 1 | 0 | -4 | -0.2
45 | 0 | Cc1ccc(NC(=O)CSc2nncc3ccccc23)cc1 | 13 | 5 | 0 | 2 | 11 | -3 | -1 | -1 | 0.2
46 | -7 | CC(/C=C1\SC(=S)N(CCC(=O)Nc2ccccc2O)C1=O)=C\c1ccccc1 | 5 | -1 | -3 | -1 | 3 | 1 | -10 | -5 | 0.3
47 | 1 | Cc1cccc(C)c1NCc1nnc(SCC(=O)Nc2nc(-c3ccccc3)cs2)n1-c1ccccc1 | 2 | -8 | -2 | 1 | 4 | 1 | 2 | 3 | 0.3
48 | 2 | Cc1ccc(NC(=O)C2CCN(S(=O)(=O)c3ccc4c(c3)CCCC(=O)N4)CC2)c(Br)c1 | 16 | -5 | -3 | 3 | -3 | 7 | -3 | -2 | -0.4
49 | 11 | CCOC(=O)C1CCN(C(=O)CN(c2cc(OC)ccc2OC)S(=O)(=O)c2ccccc2)CC1 | 0 | -1 | 3 | 3 | -10 | 3 | 0 | -4 | 0.3
50 | -2 | Cc1ccc(-c2nc(NC(=O)CSc3ncn[nH]3)ns2)cc1 | 4 | 7 | 7 | -1 | 4 | -4 | -8 | -5 | 0.6
51 | -3 | COc1ccc(Cl)cc1NC(=O)COC(=O)C(CC(C)C)N1C(=O)C2CC=CCC2C1=O (configuration not stated) | -3 | 5 | 1 | 1 | -7 | 19* | 4 | -3 | -0.8
52 | 2 | CCN(CC(=O)NCc1ccc(F)cc1)Cc1cc(=O)n2ccsc2n1 | 7 | 2 | -10 | -3 | 17 | -7 | -9 | 4 | -1.0
53 | 3 | O=S(=O)(c1ccc(NC(=S)N2CCCCC2CO)cc1)N1CCOCC1 (configuration not stated) | -5 | 6 | 6 | 5 | -11 | -7 | 0 | 3 | 0.3
54 | 1 | CCCc1ccc2oc(C(=O)N(C)Cc3nccs3)c(C)c2c1 | -10 | 2 | 3 | 0 | 7 | 2 | -7 | 0 | -0.1
55 | -2 | CSc1ccc(S(=O)(=O)N2c3ccccc3CC2C)cc1 (configuration not stated) | 8 | -11 | 0 | 4 | -2 | 4 | -3 | -2 | 0.5
56 | -9 | c1coc(-c2nnc3n2N=C(c2ccc4c(c2)OCO4)CS3)c1 | x | 1 | 4 | 2 | x | 0 | 4 | -5 | -0.1
